Screening results deposited in PubChem BioAssay by several laboratories.
Yeast superoxide: reduction of superoxide in aged yeast, primary screen, HTS; 0.18% of 330,000 active; superoxide response (% of plate mean), % at 10 µM; AID 2690, 2010; S. cerevisiae aged cells, superoxide DHE fluorescence; hits give low values;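 active means superoxide response under a set limit, about three screen SD below normal, cut at about 65% in these data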;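 further: yeast aged for seven days with compound at 30 °C before DHE staining; 100% = average MFI of all compound-treated wells on the plate with controls excluded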
Efflux pump inh: inhibitors of Candida efflux pumps in yeast, primary screen, S. cerevisiae, Nile Red, multiplex; S. cerevisiae Candida pump triplex; inhibition, % at 10 µM; 0.44% of 330,000 active; AID 485275, 2010;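 active means plate passing quality check with inhibition over a set limit, or well fluorescence over plate mean plus 4 SD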;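 further: Nile Red retained in pooled yeast measured as flow cytometry median fluorescence; 0% = buffer negative control and 100% = Enniatin B positive control; higher means more Nile Red kept so more efflux inhibition; some compounds called inactive have numbers as strong as hits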
RPL19A-GFP yeast: RPL19A-GFP expression modulators in yeast, primary screen, cell-based, S. cerevisiae, multiplex flow cytometry, MLPCN; S. cerevisiae RPL19A-GFP strain, 3 h; hits give low values; percent response vs DMSO, % at 10 µM; 0.3% of 330,000 active; AID 2025, 2009;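 active means percent response vs DMSO below 50%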;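 further: median channel GFP fluorescence of the barcoded RPL19A-GFP strain; ratio of sample median GFP to plate DMSO average so 100% = DMSO; lower means less RPL19A-GFP as with rapamycin TOR inhibition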
AGP1 TOR yeast: modulators of AGP1-GFP expression in yeast TOR pathway, primary screen, cell-based, multiplex flow cytometry, S. cerevisiae, MLPCN library; 3 h; GFP as percent of DMSO wells; GFP response vs DMSO, % at 10 µM; 0.02% of 320,000 active; AID 2066, 2009;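 active means GFP response relative to DMSO above a set limit, near screen average plus 3 SD, cut at about 150% in these data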;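 further: median GFP channel fluorescence of the gated AGP1 strain per well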
CIT2-GFP yeast: modulators of CIT2-GFP expression in yeast, primary screen, S. cerevisiae, GFP fusion, multiplex flow cytometry, MLPCN library; S. cerevisiae CIT2-GFP strain, 3 h; 100 means same as DMSO wells; GFP response vs DMSO, % at 10 µM; 0.065% of 320,000 active; AID 2029, 2009;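 active means GFP response relative to DMSO above a set limit, near the screen mean plus 3 SD, cut at about 150% in these data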;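 further: ratio of well median GFP fluorescence to mean of DMSO wells on the plate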
LAP4-GFP MLPCN: modulators of LAP4-GFP expression in yeast, primary screen, S. cerevisiae, multiplex flow cytometry, MLPCN library; 3 h; median GFP as percent of DMSO wells; GFP response vs DMSO, % at 10 µM; 0.34% of 320,000 active; AID 2023, 2009;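 active means GFP response vs DMSO above a set limit, about the screen mean plus 3 SD, cut at about 150% in these data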
MEP2-GFP yeast: modulators of MEP2-GFP levels in yeast, primary screen, S. cerevisiae, multiplex flow cytometry, MLPCN library. S. cerevisiae MEP2-GFP strain, 3 h; 100% = DMSO control level. GFP response vs DMSO, % at 10 µM. 0.51% of 330,000 active. AID 2016, 2009;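 active means GFP response versus DMSO above a set limit, roughly screen mean plus 3 SD, cut at about 180% in these data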;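 further: median GFP fluorescence of the barcode-gated MEP2-GFP cells per well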
AHR act: AHR activators, primary screen, cell-based, luminescence, luciferase reporter, human; Aryl hydrocarbon receptor (Homo sapiens), P35869; AHR-responsive luciferase reporter cells; activation, % at 5 µM; 2.5% of 320,000 active; in the data active means activation above about 47%;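 further: 0% = vehicle wells and 100% = reference agonist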
Target sequence (P35869 whole entry, looked up): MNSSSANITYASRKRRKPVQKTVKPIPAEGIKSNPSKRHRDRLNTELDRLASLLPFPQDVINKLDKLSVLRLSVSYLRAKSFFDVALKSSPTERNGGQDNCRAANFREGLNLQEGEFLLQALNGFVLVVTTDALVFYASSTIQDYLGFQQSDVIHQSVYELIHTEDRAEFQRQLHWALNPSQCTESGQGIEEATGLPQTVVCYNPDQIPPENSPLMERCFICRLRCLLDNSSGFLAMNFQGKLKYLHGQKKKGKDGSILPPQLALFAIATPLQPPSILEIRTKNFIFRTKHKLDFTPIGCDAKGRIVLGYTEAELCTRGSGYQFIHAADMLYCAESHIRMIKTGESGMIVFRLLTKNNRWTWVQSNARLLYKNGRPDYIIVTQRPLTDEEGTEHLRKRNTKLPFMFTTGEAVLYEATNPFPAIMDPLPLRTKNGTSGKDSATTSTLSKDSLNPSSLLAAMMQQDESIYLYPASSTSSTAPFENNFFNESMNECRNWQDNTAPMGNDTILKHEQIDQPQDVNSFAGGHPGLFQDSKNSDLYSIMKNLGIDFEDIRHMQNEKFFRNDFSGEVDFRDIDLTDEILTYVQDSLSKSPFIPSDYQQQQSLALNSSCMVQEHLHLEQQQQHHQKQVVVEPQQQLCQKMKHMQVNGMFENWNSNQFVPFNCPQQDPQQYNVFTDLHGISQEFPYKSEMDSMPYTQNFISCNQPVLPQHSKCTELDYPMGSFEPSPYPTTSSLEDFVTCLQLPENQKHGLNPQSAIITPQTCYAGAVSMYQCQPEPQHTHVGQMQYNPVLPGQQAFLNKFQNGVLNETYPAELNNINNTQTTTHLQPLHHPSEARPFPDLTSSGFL
An asterisk follows results filed as active.

What do the screens show for `CCOc1ccccc1CN1CCN(C2CCOCC2)CC1CCO` (stereo not drawn)?
Yeast superoxide: 97; Efflux pump inh: 0.1; RPL19A-GFP yeast: 97; AGP1 TOR yeast: 102; CIT2-GFP yeast: 96; LAP4-GFP MLPCN: 92; MEP2-GFP yeast: 98; AHR act: 5

Results for Oc1ccc(-c2ccccc2)cc1CN1CCCCCC1 ?
Yeast superoxide: 91; Efflux pump inh: 0.1; RPL19A-GFP yeast: 101; AGP1 TOR yeast: 90; CIT2-GFP yeast: 101; LAP4-GFP MLPCN: 91; MEP2-GFP yeast: 105; AHR act: 9

Results for COc1cccc(CN2CC(C(=O)NCCOc3ccccc3F)CCC2=O)c1 (stereo not drawn) ?
Yeast superoxide: 103; Efflux pump inh: -0.1; RPL19A-GFP yeast: 98; AGP1 TOR yeast: 97; CIT2-GFP yeast: 97; LAP4-GFP MLPCN: 90; MEP2-GFP yeast: 107; AHR act: 2

What do the screens show for `COc1ccc(-c2nc(C(=O)O)cs2)cc1OC`?
Yeast superoxide: 102; Efflux pump inh: 0.1; RPL19A-GFP yeast: 114; AGP1 TOR yeast: 108; CIT2-GFP yeast: 105; LAP4-GFP MLPCN: 105; MEP2-GFP yeast: 99; AHR act: 3

Results for Cc1nn(CC(=O)NNC(=O)c2ccc(Br)cc2)c(C)c1[N+](=O)[O-] ?
Yeast superoxide: 94; Efflux pump inh: -0.1; RPL19A-GFP yeast: 99; AGP1 TOR yeast: 104; CIT2-GFP yeast: 105; LAP4-GFP MLPCN: 106; MEP2-GFP yeast: 105; AHR act: 0

What do the screens show for `CCOc1cc(/C=C(/C#N)C(=O)Nc2ccc(OC)cc2)ccc1OCc1ccc(C(=O)O)cc1`?
Yeast superoxide: 98; Efflux pump inh: -0.1; RPL19A-GFP yeast: 106; AGP1 TOR yeast: 104; CIT2-GFP yeast: 106; LAP4-GFP MLPCN: 88; MEP2-GFP yeast: 101; AHR act: 1

How did CS(=O)(=O)c1ccc(-c2cn3cc(C(=O)O)ccc3n2)cc1 do in these assays?
Yeast superoxide: 96; Efflux pump inh: 0.0; RPL19A-GFP yeast: 114; AGP1 TOR yeast: 111; CIT2-GFP yeast: 126; LAP4-GFP MLPCN: 108; MEP2-GFP yeast: 109; AHR act: 0

How did COC(=O)C1=C(NC(=O)c2ccccc2C)CCS1 do in these assays?
Yeast superoxide: 84; Efflux pump inh: 0.0; RPL19A-GFP yeast: 93; AGP1 TOR yeast: 84; CIT2-GFP yeast: 86; LAP4-GFP MLPCN: 111; MEP2-GFP yeast: 68; AHR act: 1

Results for CCS(=O)(=O)c1ccc(S(=O)(=O)CC)s1 ?
Yeast superoxide: 93; Efflux pump inh: 0.0; RPL19A-GFP yeast: 94; AGP1 TOR yeast: 95; CIT2-GFP yeast: 95; LAP4-GFP MLPCN: 97; MEP2-GFP yeast: 101; AHR act: 0

How did Cc1ccccc1NCc1nc2ccccc2n1C do in these assays?
Yeast superoxide: 96; Efflux pump inh: -0.1; RPL19A-GFP yeast: 100; AGP1 TOR yeast: 102; CIT2-GFP yeast: 103; LAP4-GFP MLPCN: 95; MEP2-GFP yeast: 107; AHR act: 79*

How did COc1ccc(/C=C2\SC(=O)N(CCCC(=O)Nc3cc(Cl)ccc3C(=O)O)C2=O)cc1 do in these assays?
Yeast superoxide: 130; Efflux pump inh: 0.2; RPL19A-GFP yeast: 99; AGP1 TOR yeast: 88; CIT2-GFP yeast: 89; LAP4-GFP MLPCN: 91; MEP2-GFP yeast: 95; AHR act: -10

How did CC(C)CC(Nc1ncnc2scc(-c3ccccc3)c12)C(=O)O (stereo not drawn) do in these assays?
Yeast superoxide: 96; Efflux pump inh: 0.7; RPL19A-GFP yeast: 94; AGP1 TOR yeast: 86; CIT2-GFP yeast: 88; LAP4-GFP MLPCN: 80; MEP2-GFP yeast: 97; AHR act: 2

What do the screens show for `CC(=O)c1cccc(NC(=O)N2CCCC2C(=O)NCc2ccc(F)cc2)c1` (stereo not drawn)?
Yeast superoxide: 99; Efflux pump inh: -0.1; RPL19A-GFP yeast: 98; AGP1 TOR yeast: 103; CIT2-GFP yeast: 96; LAP4-GFP MLPCN: 101; MEP2-GFP yeast: 102; AHR act: 5

How did COc1ccc(/C=C2\Oc3cc(OCC(=O)N4CC(O)C[C@H]4C(=O)O)ccc3C2=O)cc1OC (stereo partly drawn) do in these assays?
Yeast superoxide: 109; Efflux pump inh: 0.0; RPL19A-GFP yeast: 91; AGP1 TOR yeast: 93; CIT2-GFP yeast: 97; LAP4-GFP MLPCN: 96; MEP2-GFP yeast: 88; AHR act: -1

Results for CCC(CO)n1c(=S)[nH]c2cc(OC)c(OC)cc2c1=O (stereo not drawn) ?
Yeast superoxide: 77; Efflux pump inh: -0.1; RPL19A-GFP yeast: 96; AGP1 TOR yeast: 103; CIT2-GFP yeast: 100; LAP4-GFP MLPCN: 101; MEP2-GFP yeast: 94; AHR act: 5

The final 2 entries of the part above come first, to join the parts:
How did COc1ccc(/C=C2\Oc3cc(OCC(=O)N4CC(O)C[C@H]4C(=O)O)ccc3C2=O)cc1OC (stereo partly drawn) do in these assays?
Yeast superoxide: 109; Efflux pump inh: 0.0; RPL19A-GFP yeast: 91; AGP1 TOR yeast: 93; CIT2-GFP yeast: 97; LAP4-GFP MLPCN: 96; MEP2-GFP yeast: 88; AHR act: -1

Results for CCC(CO)n1c(=S)[nH]c2cc(OC)c(OC)cc2c1=O (stereo not drawn) ?
Yeast superoxide: 77; Efflux pump inh: -0.1; RPL19A-GFP yeast: 96; AGP1 TOR yeast: 103; CIT2-GFP yeast: 100; LAP4-GFP MLPCN: 101; MEP2-GFP yeast: 94; AHR act: 5

What do the screens show for `Cc1ccc(NC(=O)NC(=O)COc2c(F)c(F)cc(F)c2F)c(C)c1`?
Yeast superoxide: 104; Efflux pump inh: -0.2; RPL19A-GFP yeast: 107; AGP1 TOR yeast: 107; CIT2-GFP yeast: 97; LAP4-GFP MLPCN: 114; MEP2-GFP yeast: 109; AHR act: 6

Results for CCCNC(=O)NC(=O)COc1ccc(-c2ccc(C#N)cc2)cc1 ?
Yeast superoxide: 101; Efflux pump inh: -0.4; RPL19A-GFP yeast: 90; AGP1 TOR yeast: 96; CIT2-GFP yeast: 89; LAP4-GFP MLPCN: 100; MEP2-GFP yeast: 88; AHR act: 0

What do the screens show for `O=C(CN1C(=O)c2ccccc2C1=O)OCC(=O)N1CCN(c2ccccc2)CC1`?
Yeast superoxide: 106; Efflux pump inh: 0.1; RPL19A-GFP yeast: 99; AGP1 TOR yeast: 113; CIT2-GFP yeast: 100; LAP4-GFP MLPCN: 99; MEP2-GFP yeast: 96; AHR act: 3

How did Cc1nn(CCc2nn[nH]n2)c2nc(-c3ccc(C4CCCCC4)cc3)cc(C(F)(F)F)c12 do in these assays?
Yeast superoxide: 107; Efflux pump inh: 0.5; RPL19A-GFP yeast: 107; AGP1 TOR yeast: 96; CIT2-GFP yeast: 101; LAP4-GFP MLPCN: 98; MEP2-GFP yeast: 102; AHR act: 0

How did CC(C)(CSc1ccccn1)NS(=O)(=O)c1ccc(Cl)cc1 do in these assays?
Yeast superoxide: 99; Efflux pump inh: 0.1; RPL19A-GFP yeast: 106; AGP1 TOR yeast: 98; CIT2-GFP yeast: 94; LAP4-GFP MLPCN: 96; MEP2-GFP yeast: 105; AHR act: -2

What do the screens show for `N/C(=N\OC(=O)C1CCCCC1)c1ccncc1`?
Yeast superoxide: 98; Efflux pump inh: 0.1; RPL19A-GFP yeast: 91; AGP1 TOR yeast: 92; CIT2-GFP yeast: 95; LAP4-GFP MLPCN: 91; MEP2-GFP yeast: 95; AHR act: 1

Results for COc1ccc(C)cc1S(=O)(=O)N1CCCC(C(=O)NCC2CCCO2)C1 (stereo not drawn) ?
Yeast superoxide: 100; Efflux pump inh: 0.0; RPL19A-GFP yeast: 99; AGP1 TOR yeast: 101; CIT2-GFP yeast: 104; LAP4-GFP MLPCN: 101; MEP2-GFP yeast: 102; AHR act: 0

Results for O=C(COC(=O)C1CC(O)CN1S(=O)(=O)c1ccc(Cl)cc1)c1cccc(Cl)c1 (stereo not drawn) ?
Yeast superoxide: 104; Efflux pump inh: -0.6; RPL19A-GFP yeast: 103; AGP1 TOR yeast: 102; CIT2-GFP yeast: 103; LAP4-GFP MLPCN: 98; MEP2-GFP yeast: 103; AHR act: -3

How did COc1ccc(Cn2c(=S)[nH]c3cc(C(=O)NCCCN4CCOCC4)ccc3c2=O)cc1 do in these assays?
Yeast superoxide: 88; Efflux pump inh: -0.2; RPL19A-GFP yeast: 98; AGP1 TOR yeast: 98; CIT2-GFP yeast: 98; LAP4-GFP MLPCN: 95; MEP2-GFP yeast: 87; AHR act: 0

Results for CN(C)C(CNC(=O)c1ccc(C2SCCS2)cc1)c1ccccc1 (stereo not drawn) ?
Yeast superoxide: 96; Efflux pump inh: -0.1; RPL19A-GFP yeast: 102; AGP1 TOR yeast: 101; CIT2-GFP yeast: 103; LAP4-GFP MLPCN: 98; MEP2-GFP yeast: 97; AHR act: 7

Results for NC(=O)c1ccc(SCC(=O)OCC(=O)N2CCCCC2)c([N+](=O)[O-])c1 ?
Yeast superoxide: 101; Efflux pump inh: 0.1; RPL19A-GFP yeast: 98; AGP1 TOR yeast: 108; CIT2-GFP yeast: 101; LAP4-GFP MLPCN: 102; MEP2-GFP yeast: 102; AHR act: 3

What do the screens show for `CCN(CC)S(=O)(=O)c1ccc(N2CCCC2)c(NC(=O)c2ccncc2)c1`?
Yeast superoxide: 75; Efflux pump inh: -0.1; RPL19A-GFP yeast: 102; AGP1 TOR yeast: 108; CIT2-GFP yeast: 109; LAP4-GFP MLPCN: 101; MEP2-GFP yeast: 98; AHR act: 6

What do the screens show for `CCCNS(=O)(=O)c1ccc(OCC(=O)NCCC2=CCCCC2)cc1`?
Yeast superoxide: 90; Efflux pump inh: 0.2; RPL19A-GFP yeast: 92; AGP1 TOR yeast: 90; CIT2-GFP yeast: 90; LAP4-GFP MLPCN: 91; MEP2-GFP yeast: 92; AHR act: -1

Results for COc1cccc2c1C(=O)CC2NC(=O)C(F)(F)F (stereo not drawn) ?
Yeast superoxide: 97; Efflux pump inh: 0.0; RPL19A-GFP yeast: 100; AGP1 TOR yeast: 104; CIT2-GFP yeast: 104; LAP4-GFP MLPCN: 109; MEP2-GFP yeast: 107; AHR act: -1

How did CC(Oc1ccccc1)C(=O)Nc1cccc(-c2nc3ccccc3[nH]2)c1 (stereo not drawn) do in these assays?
Yeast superoxide: 91; Efflux pump inh: 0.0; RPL19A-GFP yeast: 102; AGP1 TOR yeast: 88; CIT2-GFP yeast: 91; LAP4-GFP MLPCN: 93; MEP2-GFP yeast: 97; AHR act: 41

Results for Cc1cc(C)cc(NC(=O)c2nnn(Cc3cc(C)ccc3C)c2N)c1 ?
Yeast superoxide: 139; Efflux pump inh: 0.3; RPL19A-GFP yeast: 94; AGP1 TOR yeast: 93; CIT2-GFP yeast: 89; LAP4-GFP MLPCN: 99; MEP2-GFP yeast: 99; AHR act: 13

How did CCC(C)(C)C1CCC2(CC1)NC(CO)(CO)CO2 (stereo not drawn) do in these assays?
Yeast superoxide: 94; Efflux pump inh: 0.1; RPL19A-GFP yeast: 96; AGP1 TOR yeast: 93; CIT2-GFP yeast: 101; LAP4-GFP MLPCN: 92; MEP2-GFP yeast: 99; AHR act: -1

What do the screens show for `CCCN1C(=O)/C(=C/c2nc3ccccc3c(=O)[nH]2)c2ccccc21`?
Yeast superoxide: 92; Efflux pump inh: 0.0; RPL19A-GFP yeast: 97; AGP1 TOR yeast: 94; CIT2-GFP yeast: 91; LAP4-GFP MLPCN: 87; MEP2-GFP yeast: 90; AHR act: 27
